CCHF vOTU inh: blocks the CCHF virus ovarian tumor domain protease; CCHFV vOTU protease, Pep-AMC fluorescence; inhibition, % at 11.5 µM; 370,000 compounds, 0.55% hits; AID 651958; in the data active = inhibition above about 30%; also: 0% = vehicle wells with enzyme and 100% = no enzyme wells
SARS 3CLpro inh: SARS-CoV 3CLpro protease inhibition. P0C6X7. recombinant SARS-CoV 3CLpro, quenched FRET peptide cleavage. inhibition, % at 6 µM. 290,000 compounds, 0.14% hits. AID 1706; in the data active = inhibition above about 12%
Anthrax LF prot: anthrax lethal factor protease inhibition. 360,000 compounds, 0.12% hits. inhibition, % at 10 µM. multiplex microsphere protease cleavage assay, LF. AID 588501. P15917; also: plate controls were buffer without enzyme for full effect and enzyme alone for no effect
Rv3671c protease: inhibitors of M. tuberculosis serine protease Rv3671c. P9WHR9. 320,000 compounds, 0.048% hits. inhibition, % at 5.96 µM; in the data active = inhibition above about 38%;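 also: extracellular domain of Rv3671c used as enzyme; 0% = enzyme with DMSO and 100% = no enzyme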
Target sequence (P9WHR9 whole entry, looked up, the tested form may be a part): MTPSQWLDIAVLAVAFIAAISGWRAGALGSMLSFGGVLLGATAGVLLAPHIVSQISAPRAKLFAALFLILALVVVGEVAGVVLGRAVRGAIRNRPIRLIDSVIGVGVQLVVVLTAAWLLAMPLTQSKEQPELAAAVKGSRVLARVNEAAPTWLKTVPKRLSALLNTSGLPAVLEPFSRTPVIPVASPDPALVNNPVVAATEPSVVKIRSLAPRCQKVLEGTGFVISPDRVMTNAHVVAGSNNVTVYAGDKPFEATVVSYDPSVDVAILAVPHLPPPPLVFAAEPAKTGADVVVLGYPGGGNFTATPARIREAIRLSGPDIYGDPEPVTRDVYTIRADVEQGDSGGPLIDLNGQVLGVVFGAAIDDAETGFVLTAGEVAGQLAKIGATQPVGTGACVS
BoNT F protease: inhibitors of Botulinum neurotoxin F light chain protease | Multiplex microsphere protease cleavage assay, flow cytometry | inhibition, % at 10 µM | 360,000 compounds, 0.22% hits | AID 588497; in the data active = inhibition above about 35%, passing the limit was not always enough; inconclusive = no clear call, values can overlap the other calls; also: plate controls were buffer without enzyme for full effect and enzyme alone for no effect
BoNT A protease: inhibitors of Botulinum neurotoxin A light chain protease. multiplex microsphere protease substrate cleavage, flow cytometry. inhibition, % at 10 µM. 360,000 compounds, 0.17% hits. AID 588499; also: plate controls were buffer without enzyme for full effect and enzyme alone for no effect
SSB-PriA inh: blocks PriA binding to SSB C-terminal tail; 430,000 compounds, 0.6% hits; inhibition, % at 33 µM; AlphaScreen SSBct-PriA binding, biotinylated peptide; in the data active = inhibition mostly above about 37%, no sharp cut-off; inactive = mostly below about 20%;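 also: plate controls were negative control peptide for no effect and reference peptide for full effect; strong numbers were not always called active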
MazF activator: MazEF (E. coli) toxin RNase activation; P0AE70; FAM/BHQ RNA-DNA oligo cleavage fluorescence, 5 h; activation, % at 20 µM; 350,000 compounds, 0.32% hits; in the data active = activation above about 50%
Target sequence (P0AE70 whole entry, looked up): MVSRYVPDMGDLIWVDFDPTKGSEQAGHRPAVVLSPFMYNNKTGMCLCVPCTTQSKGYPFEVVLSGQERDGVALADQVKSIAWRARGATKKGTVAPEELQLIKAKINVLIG
VHR inh abs: inhibitors of human VHR1 phosphatase (DUSP3); recombinant VHR phosphatase, pNPP absorbance; AID 1654; inhibition, % at 13.3 µM; 290,000 compounds, 0.52% hits; P51452; in the data active = inhibition above about 50%; also: some compounds called inactive have numbers as strong as hits
Target sequence (P51452 whole entry, looked up): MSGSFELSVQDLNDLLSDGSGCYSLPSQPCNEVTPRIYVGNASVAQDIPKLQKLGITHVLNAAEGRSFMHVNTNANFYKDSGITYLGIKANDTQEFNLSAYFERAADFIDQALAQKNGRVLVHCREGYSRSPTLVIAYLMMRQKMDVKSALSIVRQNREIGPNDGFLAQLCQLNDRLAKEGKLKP
PrPC TRFRET: cell surface PrPC inhibition, primary TR-FRET screen. TR-FRET read-out. 370,000 compounds, 0.43% hits. AID 720596. inhibition, % at 13.8 µM. P04156; in the data active = inhibition above about 24%; also: 0% = median of the test wells and 100% = reference compound wells
Numbers without * were called inactive; ? = inconclusive; · = not tested or not shown; & = joins results of further samples. Rule as the data show it, unless noted: active = inhibition above about 30%; inconclusive = no clear call, values can overlap the other calls; inactive = below that. Only part of the results is shown. The share of hits here may be higher or lower than overall.

Sample of the layout, 2 compounds:
SMILES | CCHF vOTU inh | SARS 3CLpro inh | Anthrax LF prot | Rv3671c protease | BoNT F protease | BoNT A protease | SSB-PriA inh | MazF activator | VHR inh abs | PrPC TRFRET
CCn1ncc(/C=N\NC(=O)c2ccc3c(c2)c(C)c(C)n3Cc2ccccc2)c1C | 17 | -1 | -1 | -9 | 6 | 0.1 | · | -5 | 15 | 0
C/C(=N\NC(=O)c1cc(C)oc1C)c1ccc(C)c([N+](=O)[O-])c1 | 5 | · | -1 | -6 | -7 | -0.4 | · | -13 | · | 5

Results, from the first entry:
SMILES | CCHF vOTU inh | SARS 3CLpro inh | Anthrax LF prot | Rv3671c protease | BoNT F protease | BoNT A protease | SSB-PriA inh | MazF activator | VHR inh abs | PrPC TRFRET
CCn1ncc(/C=N\NC(=O)c2ccc3c(c2)c(C)c(C)n3Cc2ccccc2)c1C | 17 | -1 | -1 | -9 | 6 | 0.1 | · | -5 | 15 | 0
C/C(=N\NC(=O)c1cc(C)oc1C)c1ccc(C)c([N+](=O)[O-])c1 | 5 | · | -1 | -6 | -7 | -0.4 | · | -13 | · | 5
COC(=O)CSc1cc(C)nc(NC(C)=O)n1 | -8 | -4 | -10 | -1 | 1 | -0.4 | -5 | 1 | -12 | 1
CC1CN(CCCSc2ccc(Cl)cc2)CC(C)O1 (centres undefined) | -7 | -1 | -6 | -4 | 2 | 0.3 | -14 | 2 | -11 | 6
CCOC(=O)c1sc(N=NC2=C(O)CCCC2=O)c(C(=O)OCC)c1C | 6 | 2 | -4 | 2 | -3 | 0.7 | 13 | 2 | 4 | -12
CCOC(=O)c1c(C)nc2ccc(C)cn12 | -5 | 5 | -4 | 8 | 2 | -0.1 | 4 | 0 | -2 | 4
CCOn1c(=O)c(-c2ccc(C)cc2)[n+]([O-])c2ccccc21 | -8 | -1 | -15 | 2 | -7 | -4.2 | -5 | -5 | -7 | -33
O=C(CSc1nnnn1Cc1ccccc1)Nc1ccc2c(c1)OCO2 | 3 | -4 | -2 | 7 | -4 | 0.1 | 1 | -11 | -25 | 7
O=C(O)C1CCN(Cc2oc(CO)cc(=O)c2O)C1 (centres undefined) | 22 | · | -3 | · | -4 | -0.5 | 3 | -1 | · | 3
S=C1NC2(CCCC2)N=C1c1ccccc1 | 0 | 3 | -6 | -10 | -5 | -1.1 | -14 | 3 | 18 | -2
Nc1c(-c2cccs2)cnn1-c1nc(-c2ccc(Cl)cc2Cl)cs1 | -4 | -6 | -3 | -6 | -4 | ? | 3 | -17 | 27 | 2
CCCCNC(=S)N(CCCO)Cc1cc2cc3c(cc2[nH]c1=O)OCO3 | -19 | · | 1 | · | -1 | 0.4 | · | -11 | · | 9
CCCn1cc(NC(=O)C2CC(c3cccc(Br)c3)=NO2)cn1 (centres undefined) | -8 | 3 | -5 | -4 | -6 | -0.7 | 9 | 1 | 13 | -3
O=C(Nc1cccc(F)c1)C1CCN(C(=O)c2ccc(Cl)cc2)CC1 | 2 | 4 | 1 | 1 | -1 | 0.0 | -11 | -9 | -8 | 4
CCCC(=O)NC1=C(C#N)C2(CCCC2)Cc2ccccc21 | -5 | 0 | -2 | 0 | -9 | ? | -11 | -9 | 6 | -11
COc1ccc(OC)c(/C=C2\SC(=S)N(C(C(=O)O)c3ccccc3)C2=O)c1 (centres undefined) | 18 | 4 | 3 | -4 | -5 | 0.3 | -5 | -64 | -7 | 7
COC(=O)CCCC1=CC2=CC(=O)C(C)(OC(=O)C3CCCC3)C(=O)C2=CO1 (centres undefined) | · | · | · | 0 | · | · | 9 | -25 | 15 | ·
CC(=O)Nc1cc2c(cc1NC(=O)Cn1nc(-c3ccc4c(c3)OCCO4)ccc1=O)OCCO2 | 11 | 5 | 1 | -3 | 0 | 0.0 | 10 | -7 | 2 | -14
CCOc1ccc(C(=O)N[C@H](C(=O)Nc2ccc(S(=O)(=O)Nc3nccs3)cc2)C(C)C)cc1 | 14 | · | 0 | -4 | 0 | -0.4 | -7 | -12 | · | 2
CCN(CC)C(C(=O)Nc1ccc2c(c1)OCO2)c1ccccc1 (centres undefined) | -2 | -3 | 0 | -1 | -4 | 0.0 | -7 | -1 | 0 | -9
O=c1c(Cc2ccc(F)cc2)c(O)ccn1C1CC1 | 3 | -2 | -2 | 8 | 8 | -0.1 | -8 | 3 | -5 | -1
CCCCCn1c(N2CCC(Cc3ccccc3)CC2)nc2c1c(=O)[nH]c(=O)n2C | · | -1 | 1 | 0 | -2 | 0.4 | 7 | -1 | · | ·
CCC(CO)Oc1cc(NCc2ccc(Cl)cc2)c2ncn(C(C)C)c2c1 (centres undefined) | 3 | · | -7 | 1 | -9 | -0.3 | 4 | 2 | · | -6
Cc1ccc(SCC(=O)NCCN2C(=O)CSC2=O)cc1C | -5 | 3 | -1 | 7 | 1 | -0.5 | -16 | 3 | 14 | 3
CC(=O)N1CC=CC1(C)C(=O)NCc1cc(F)cc(C(F)(F)F)c1 (centres undefined) | -3 | 3 | 8 | -5 | 0 | -0.4 | -2 | 5 | 43 | 5
Cc1oc(-c2ccc(Cl)cc2)cc1-c1nn2c(-c3ccoc3C)nnc2s1 | -8 | -5 | -5 | -2 | 3 | -2.3 | 2 | 13 | 28 | 3
CCOC(=O)C1(Cc2cccc(OC)c2)CCN(C/C=C/c2ccc(OC)cc2)CC1 | 8 | 4 | -1 | -6 | -2 | 1.0 | -2 | -1 | 17 | 0
CN(C)CCN(C(=O)c1ccc(S(=O)(=O)N2CCCC2)cc1)c1nc2ccc(Br)cc2s1 | 0 | -2 | 4 | 4 | -7 | 3.0 | -8 | 2 | -35 | 4
Cc1n[nH]c(=O)nc1NCc1ccc(Cl)cc1 | 9 | 3 | -1 | 9 | 5 | 0.4 | -2 | -8 | -1 | -4
CC(CS(=O)(=O)c1ccc2c(c1)NC(=O)CS2)C(=O)NCc1ccccc1Cl (centres undefined) | 15 | -1 | 0 | -4 | 1 | 0.2 | 1 | -9 | 23 | -3
COc1ccc2oc(=O)c(C(=O)O)cc2c1 | -19 | -3 | -1 | 3 | -3 | -2.7 | -5 | -6 | 14 | -7
O=C(Nc1ccc(OC(F)(F)F)cc1)c1ccc2ccccc2n1 | 7 | -3 | -11 | -7 | -20 | -5.0 | -4 | -14 | 22 | 4
Cc1ccc(C2CC(=O)NC(SCc3ccccc3)=C2C#N)cc1 (centres undefined) | -5 | 1 | 4 | -2 | 8 | 1.1 | 2 | -7 | 13 | 3
O=C(Cn1nc(-c2ccccc2)ccc1=O)NCCN1CCN(Cc2ccccc2)CC1 | 0 | 0 | -9 | -8 | -4 | -0.9 | -11 | 6 | -1 | 3
CC(Oc1ccc(Cl)cc1)C(=O)NCCN1C(=O)S/C(=C\c2cccnc2)C1=O (centres undefined) | -4 | -8 | 5 | -3 | 2 | 4.5 | -1 | 9 | 0 | 11
Cc1c(C(=O)NCc2ccc3c(c2)OCO3)sc2nc(-c3ccc(F)cc3)cn12 | 7 | 4 | -4 | 7 | 9 | 0.4 | -5 | 15 | 9 | 12
CC(O)(c1cccnc1)c1nc(-c2cccc(C(F)(F)F)c2)cs1 (centres undefined) | 6 | · | 1 | · | -6 | 0.1 | · | · | · | 13
COc1ccc2nc(N3C(=O)CC(C(C)c4ccccc4)C3=O)sc2c1 (centres undefined) | 0 | 5 | 2 | -3 | 8 | 0.3 | -18 | 1 | -8 | 3
OCCNCC(O)CN1c2ccccc2Sc2ccccc21 (centres undefined) | -16 | 4 | -9 | · | ? | 0.2 | -12 | -1 | 32 | 4
Cn1c(-c2ccc(CN3CCCCC3)o2)nc2ccccc21 | 7 | 7 | -2 | -2 | 4 | -0.1 | -29 | -10 | 7 | -3
CCCOc1nnnn1-c1ccccc1 | -7 | 1 | 4 | 0 | -5 | 1.1 | -3 | 0 | 15 | 0
O=C(O)c1ccc2c(c1)S(=O)(=O)N=C1CCCCCN12 | 7 | -4 | 6 | 1 | 8 | -0.7 | -9 | -5 | 22 | -2
CC(C)(C)n1cn[nH]c1=S | -2 | -1 | -5 | 0 | -37 | -2.1 | -1 | 9 | 8 | 3
COc1cc(C)c(Cl)cc1S(=O)(=O)N1CCCC1 | -5 | 5 | -8 | -1 | -4 | 0.3 | -20 | 0 | 24 | -8
CS(=O)(=O)N1CCN(c2ccccc2NC(=O)c2cccnc2)CC1 | 1 | 0 | 4 | -5 | 8 | -0.3 | -11 | 8 | -5 | -12
Cc1cc(NC(=O)COC(=O)[C@@H](NS(=O)(=O)c2ccc(Br)cc2)C(C)C)no1 | 8 | 3 | 2 | 4 | -14 | -0.8 | 1 | -2 | 7 | -1
CCN1CCc2c(OCC(=O)Nc3ccc(C)cc3)cccc2C1=O | 16 | -1 | -2 | 2 | -12 | -0.7 | -14 | 2 | 14 | 6
COC(=O)c1cc(=O)n(-c2ccc(F)cc2)c(=Nc2ccc(F)cc2)s1 | 0 | -1 | 2 | 4 | 6 | -0.6 | 10 | 3 | 0 | -6
CCn1c(=O)c(C(=O)NNC(=O)c2ccccc2Cl)c(O)c2ccccc21 | -6 | 1 | -5 | -11 | -3 | -1.3 | -6 | 9 | 11 | 5
NC(=O)c1cc(C(=O)c2ccc(Cl)cc2Cl)c[nH]1 | 3 | 2 | 1 | 0 | -6 | -1.7 | -5 | 2 | 9 | 1
NC(CSC(c1ccccc1)(c1ccccc1)c1ccc(-c2ccccc2)cc1)C(=O)O (centres undefined) | 5 | · | -4 | · | -2 | 0.4 | · | -8 | · | 9
COC(=O)c1c(NC(=O)c2ccccc2[N+](=O)[O-])sc2c1CC(C)(C)NC2(C)C | -10 | 0 | 34* | -1 | 70* | 8.3 | 0&-5 | 0 | 6 | -16
CC(C)Cc1nnc(NC(=O)Cc2ccc([N+](=O)[O-])cc2)s1 | 2 | 0 | 1 | -1 | -8 | -0.5 | -2 | -5 | -3 | -11
COc1ccccc1C(=O)NNC(=O)c1ccc(NC(=O)c2ccccc2)cc1 | -13 | 1 | -1 | 4 | -5 | -1.4 | -9 | 0 | 27 | 9
COCc1nnc(NC(=O)CC(c2ccccc2)c2ccccc2)s1 | 3 | 0 | -2 | -4 | 0 | -0.4 | 11 | -1 | 9 | -2
COc1ccc(-c2csc(NC(=S)NC(=O)c3ccccc3)n2)cc1Br | 2 | 0 | 1 | 5 | ? | -2.1 | -13 | -10 | 21 | -3
CCn1c2ccccc2c2nnc(SCC(=O)N(C)C3CCS(=O)(=O)C3)nc21 (centres undefined) | -25 | -2 | 1 | -16 | 1 | 0.1 | -9 | 5 | -3 | -8
CCC(=O)c1ccc(OCC(=O)OCC(=O)Nc2sccc2C(N)=O)cc1 | 0 | 1 | 0 | 10 | -7 | 0.2 | -3 | -1 | 5 | 8
CCOC(=O)C1=C(c2ccccc2)Nc2ncnn2C1c1ccc(OC)c(OC)c1OC (centres undefined) | -7 | -4 | -6 | 1 | -5 | -2.2 | -3 | 8 | 24 | -1
CS(=O)(=O)c1ccc(Cl)c(NC(=O)CSc2nnc3n2CCCCC3)c1 | 19 | · | 1 | · | -3 | 0.3 | · | -2 | · | -1
Cc1noc(C)c1S(=O)(=O)Nc1ccc2c(c1)C(=O)N([C@H](C)CO)C[C@H](C)[C@@H](CN(C)C(=O)Nc1ccc(C(F)(F)F)cc1)O2 | 6 | · | 0 | -4 | -4 | 0.0 | -10 | 2 | · | -2
COc1ccc(OCC(=O)N2CCc3ccccc32)c([N+](=O)[O-])c1 | 2 | · | -1 | · | 13 | 0.3 | · | -6 | · | -16

Whole records as entered above:
Entry for CCn1c2ccccc2c2nnc(SCC(=O)N(C)C3CCS(=O)(=O)C3)nc21 (centres undefined) = CCHF vOTU inh = -25; SARS 3CLpro inh = -2; Anthrax LF prot = 1; Rv3671c protease = -16; BoNT F protease = 1; BoNT A protease = 0.1; SSB-PriA inh = -9; MazF activator = 5; VHR inh abs = -3; PrPC TRFRET = -8
Entry for CCn1c(=O)c(C(=O)NNC(=O)c2ccccc2Cl)c(O)c2ccccc21 = CCHF vOTU inh = -6; SARS 3CLpro inh = 1; Anthrax LF prot = -5; Rv3671c protease = -11; BoNT F protease = -3; BoNT A protease = -1.3; SSB-PriA inh = -6; MazF activator = 9; VHR inh abs = 11; PrPC TRFRET = 5
